# VLA-4 inh – inhibition in human VLA-4 binding assay, primary screen, VLA-4 allosteric modulator project, MLPCN library, flow cytometry, VLA-4 expressing cells | ligand binding flow cytometry | inhibition, % (about 7 µM as worked out from the volumes in the protocol) | 330,000 compounds, 0.2% hits | AID 2557, 2010; in the data active = inhibition above about 50%
# MEX-5 binding – MEX-5 zinc finger RNA-binding disruptors – biochemical, C. elegans, fluorescence polarization, MLPCN library, primary screen | Zinc finger protein mex-5 (Caenorhabditis elegans), Q9XUB2 | MEX-5/FITC-TCR2 RNA binding; hits give low values | activity score (negative = inhibition of binding), % at 10 µM | 300,000 compounds, 0.38% hits | AID 1832, 2009;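 active = inhibition past about -25% in most replicates, and total fluorescence under double the plate's negative control median, limit read from the data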;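 also: 0% = DMSO and -100% = 5 µM competing unlabeled TCR2 RNA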
# MCL1 BIM primary – inhibitors of MCL1 binding to BIM-BH3, primary screen, biochemical, fluorescence polarization; GST-MCL1 / FITC-Bim-BH3 fluorescence polarization; inhibition, % at 10.9 µM; 320,000 compounds, 0.68% hits; AID 2057, 2009;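 active = inhibition above the mean inhibition of all tested compounds plus 3 SD, set per campaign, cut at about 40% in these data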;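 also: 0% = DMSO wells and 100% = unlabeled Bim-BH3 peptide control; higher means more loss of mP so more displacement of Bim peptide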
# Efflux pump inh – inhibitors of Candida efflux pumps in yeast, primary screen, S. cerevisiae, Nile Red, multiplex; S. cerevisiae Candida pump triplex; 330,000 compounds, 0.44% hits; inhibition, % at 10 µM;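 active = plate passing quality check with inhibition over a set limit, or well fluorescence over plate mean plus 4 SD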;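 also: Nile Red retained in pooled yeast measured as flow cytometry median fluorescence; 0% = buffer negative control and 100% = Enniatin B positive control; higher means more Nile Red kept so more efflux inhibition; some compounds called inactive have numbers as strong as hits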
# GRK2 aptamer HTS – compounds blocking aptamer binding on GRK2 – biochemical, human GRK2, bead flow cytometry, HTS, primary screen; FAM-aptamer displacement from GRK2; inhibition of aptamer binding, % at 10 µM; 330,000 compounds, 0.59% hits; AID 488847, 2010;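 active = inhibition of aptamer binding above 40%, roughly 3 SD of noise, on plates passing a quality check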;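 also: median bead fluorescence of bound FAM aptamer so fluorescent compounds give negative values; no value below 0 was filed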
# GLD-1 RNA inh – GLD-1/TGE RNA complex disruptors, primary screen, biochemical, fluorescence polarization | purified GLD-1 + fluorescein TGE RNA | AID 2280, 2010 | 320,000 compounds, 0.44% hits | inhibition, % at 5.96 µM | Female germline-specific tumor suppressor gld-1 (Caenorhabditis elegans), Q17339;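 active = percent inhibition above a per-plate cutoff, the plate mean of test compounds plus 3 SD, cut at about 30% in these data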;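 also: 0% = DMSO wells with GLD-1 and probe and 100% = wells lacking GLD-1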
# Target sequence (Q17339 whole entry, looked up): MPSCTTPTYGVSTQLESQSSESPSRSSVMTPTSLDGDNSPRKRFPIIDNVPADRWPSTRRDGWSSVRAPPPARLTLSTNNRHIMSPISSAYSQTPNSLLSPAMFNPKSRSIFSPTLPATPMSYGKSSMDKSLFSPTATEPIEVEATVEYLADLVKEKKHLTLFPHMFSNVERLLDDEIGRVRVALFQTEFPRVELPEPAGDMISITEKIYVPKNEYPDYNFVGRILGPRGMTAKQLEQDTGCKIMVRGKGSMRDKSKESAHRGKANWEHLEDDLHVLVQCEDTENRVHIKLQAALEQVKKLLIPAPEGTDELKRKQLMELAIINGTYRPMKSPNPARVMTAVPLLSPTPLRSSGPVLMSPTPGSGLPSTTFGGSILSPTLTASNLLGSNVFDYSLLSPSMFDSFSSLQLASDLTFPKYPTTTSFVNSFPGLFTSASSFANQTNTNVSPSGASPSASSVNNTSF
# PME-1 inh – PME-1 inhibitors via competitive probe labeling, primary screen, biochemical, fluorescence polarization, FP-Rh probe, HTS. Protein phosphatase methylesterase 1 (Homo sapiens), Q9Y570. recombinant PME-1. inhibition, % at 5.9 µM. 320,000 compounds, 0.53% hits;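 active = inhibition above the campaign mean of all compounds plus 3 SD, cut at about 26% in these data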;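 also: competitive labeling of PME-1 active site by serine hydrolase directed probe; 0% = PME-1 with DMSO and 100% = wells lacking PME-1 enzyme; inhibitors block probe labeling so polarization falls and inhibition rises; many of its hits are not listed in these tables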
# Target sequence (Q9Y570 whole entry, looked up): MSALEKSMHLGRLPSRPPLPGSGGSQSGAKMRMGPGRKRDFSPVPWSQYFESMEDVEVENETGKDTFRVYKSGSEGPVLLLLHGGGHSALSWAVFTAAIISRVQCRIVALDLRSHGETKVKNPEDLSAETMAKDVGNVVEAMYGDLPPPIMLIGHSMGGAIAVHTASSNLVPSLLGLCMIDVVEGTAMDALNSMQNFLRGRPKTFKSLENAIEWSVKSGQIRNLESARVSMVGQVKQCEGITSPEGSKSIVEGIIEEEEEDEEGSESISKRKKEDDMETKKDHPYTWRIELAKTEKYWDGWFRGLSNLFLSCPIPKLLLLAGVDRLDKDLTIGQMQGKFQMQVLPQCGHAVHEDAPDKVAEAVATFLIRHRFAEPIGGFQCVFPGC
# BCLXL inh – inhibitors of human Bcl-xL, primary screen, biochemical, fluorescence polarization, HTS; Bcl-2-like protein 1 (Homo sapiens), Q07817; GST-Bcl-xL / FITC-Bim BH3 peptide fluorescence polarization; inhibition, % at 10.9 µM; 320,000 compounds, 0.7% hits;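 active = inhibition above the mean of all tested compounds plus 3 SD, cutoff set per campaign, cut at about 30% in these data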;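 also: 0% = DMSO wells and 100% = unlabeled Bim-BH3 peptide competitor; inhibitors lower millipolarization by displacing the labeled peptide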
# Target sequence (Q07817 whole entry, looked up): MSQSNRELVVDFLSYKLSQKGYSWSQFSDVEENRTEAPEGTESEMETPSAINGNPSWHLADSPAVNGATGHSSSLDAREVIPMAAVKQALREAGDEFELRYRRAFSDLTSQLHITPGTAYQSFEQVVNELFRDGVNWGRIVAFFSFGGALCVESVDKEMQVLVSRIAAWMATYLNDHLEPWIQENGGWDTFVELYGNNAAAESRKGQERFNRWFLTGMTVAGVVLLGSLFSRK
# Fam108B inh – mouse Fam108B serine hydrolase inhibitors, primary screen, counter-screen for RBBP9 inhibitor project, biochemical, fluorescence polarization; 300,000 compounds, 0.33% hits; inhibition, % at 9.51 µM; recombinant Fam108B, FP-Rh probe fluorescence polarization;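 active = inhibition above the screen mean inhibition plus 3 SD, computed separately per campaign, cut at about 18% in these data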;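 also: inhibitors lower polarization as less probe binds the enzyme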
# Active calls of the source: *; x = no result given. Only part of the results is shown. The share of hits here may be higher or lower than overall.
smiles	Efflux pump inh	MCL1 BIM primary	PME-1 inh	GRK2 aptamer HTS	MEX-5 binding	GLD-1 RNA inh	BCLXL inh	VLA-4 inh	Fam108B inh
COc1ccc2cc(C(=O)C3CCCN(C(=O)c4cncs4)C3)ccc2c1 (stereo not given)	-0.1	-1	-6	0	-1.0	7	3	0	0
Cc1ccsc1C(=O)OCC(=O)NC1CCCC(C)C1C (stereo not given)	0.0	x	x	0	x	-4	x	10	x
CCc1ccc(NC(=S)N2CCN(c3cccc(OC)c3)CC2)cc1	-0.3	10	0	0	0.2	0	6	27	2
COc1ccc(C2/C(=C(/O)c3ccc4c(c3)CC(C)O4)C(=O)C(=O)N2Cc2cccnc2)cc1 (stereo not given)	-0.3	2	2	8	4.0	-6	1	-4	-3
CN1CCN(C(=O)C2CCC(=O)N(CCc3cccc(F)c3)C2)CC1 (stereo not given)	0.0	-3	-8	1	-1.0	9	3	-1	1
COc1ccc(NS(=O)(=O)c2ccc(C)c(C(=O)NCCCN3CCCC3=O)c2)cc1	0.0	8	-2	1	x	-1	3	42	x
N/C(=N\O)c1ccc(N2CCN(c3ncccc3C(F)(F)F)CC2)nc1	-0.3	-1	4	2	3.3	1	4	3	3
CC(=O)Nc1ccc2nc(CN3CCN(CC=C(C)C)C(CCO)C3)ccc2c1 (stereo not given)	0.0	19	2	0	-2.4	8	10	2	3
COc1ccc(C(=O)NCCc2ccc(S(N)(=O)=O)cc2)cc1OC	-0.4	0	-8	0	4.4	7	5	-9	-3
CC1=NC(C)(C)Cc2c(C)cccc21	0.1	-8	-6	0	-1.5	12	0	8	-2
Cc1ccc(C(=O)NNC(=O)c2cccc(Br)c2)cc1	0.0	10	1	3	-1.5	4	3	-11	-1
Cc1ccc(F)cc1NC(=O)CN1C(=O)NC2(CCCc3ccccc32)C1=O (stereo not given)	-0.1	-2	-1	0	-2.3	2	3	2	1
O=C(CCNC(=O)C1CCN(S(=O)(=O)c2ccccc2)CC1)NCc1ccccc1Cl	0.0	2	13	0	-0.7	0	7	9	0
NS(=O)(=O)c1ccc(CCNC(=O)CCc2nc3ccccc3s2)cc1	0.0	-2	-5	0	-2.8	1	-2	3	-5
CCOC(=O)NC(NCc1ccccc1)(C(F)(F)F)C(F)(F)F	0.0	0	8	0	1.7	2	4	-5	5
CNCCOc1ccc(Cl)c(Cl)c1	-0.1	0	-3	0	0.2	3	3	6	-2
O=C(CNC(=O)c1ccccc1F)OCC(=O)N1CCCc2ccccc21	-0.5	-3	3	2	0.3	3	-2	17	0
O=C(Cc1nc2ccccc2[nH]1)N/N=C/c1ccccc1	-0.1	3	-3	0	0.0	-3	1	-4	3
O=C(NC(=O)c1ccc(Cl)cc1)OC1CCCCC1	0.7	-2	6	1	-0.1	-2	5	8	-2
CC[C@@H](C)[C@@H](C(=O)N1CCN(C(=O)OC(C)(C)C)CC1)n1cc(CCCCNC(=O)OC(C)(C)C)nn1	0.0	5	3	3	0.0	1	6	2	-1

# More compounds follow:
smiles	Efflux pump inh	MCL1 BIM primary	PME-1 inh	GRK2 aptamer HTS	MEX-5 binding	GLD-1 RNA inh	BCLXL inh	VLA-4 inh	Fam108B inh
Cc1ccc(N2CC(C(=O)N3CCC(C(=O)Nc4nncs4)CC3)CC2=O)cc1 (stereo not given)	0.0	7	-3	0	-2.3	6	4	25	0
CCOC(=O)c1sc2nc(C)nc(SC(C)C(=O)N(C)c3ccccc3)c2c1C (stereo not given)	0.3	-6	7	1	x	1	1	-8	x
Cc1ccc(OC(C)C(=O)N2CCCc3ccccc32)cc1 (stereo not given)	-0.1	1	6	0	1.0	-3	2	7	2
Cc1ccc(SCc2ccc(C(=O)N3CCCCC3)cc2)cc1	0.0	-4	-2	2	-3.7	3	4	3	3
Cc1cccc(N(CC(=O)NCc2ccco2)C(=O)CCC(=O)Nc2ccccn2)c1C	0.0	1	0	0	-0.5	-5	2	15	0
O=C1Nc2ccccc2/C1=C/c1ccccc1F	-0.1	8	7	15	1.9	1	4	2	-5
CC(=O)Nc1ccc(-c2cc(NC(C)=O)n(-c3ccccc3)n2)cc1	0.2	-3	1	0	-2.6	-7	9	7	1
CC(=O)c1cccc(NC(=O)C2CCN(S(=O)(=O)c3ccccc3)CC2)c1	0.0	2	7	1	0.7	3	-2	0	1
CSc1ccc(CN(C)CC(=O)N(C)CC(=O)Nc2ccccc2Br)cc1	0.2	-1	-1	3	x	1	6	6	x
CN=C(Nc1cccc(Cl)c1)SC1CC(=O)N(c2ccc(OC)cc2)C1=O (stereo not given)	0.1	-5	-2	2	-2.4	2	1	21	-2
COc1ccc(C2N=C(N)N=C(N)N2c2ccccc2OC)cc1OC (stereo not given)	-0.1	8	0	0	1.9	-3	4	-14	0
C=C(C)n1c(=O)n(Cc2ccc(C)cc2)c2ccccc21	0.6	7	3	3	1.8	-1	3	23	6
COc1ccc(S(=O)(=O)CCC(=O)NCCc2ccc(C)cc2)cc1	-0.3	-4	6	3	0.0	2	0	-1	1
O=C(/C=C/c1c(Cl)cccc1Cl)Nc1ccncc1	0.0	3	-8	0	1.5	5	-1	0	-7
COc1ccc(/C=N/NS(=O)(=O)c2ccccc2)cc1OS(=O)(=O)c1ccccc1	0.0	3	5	1	1.6	-7	6	4	1
COc1ccc(NC(=O)C2CCN(S(C)(=O)=O)CC2)cc1	-0.6	-1	6	0	-5.0	-2	4	8	-3
COc1ccc(C2Nc3ccccc3C(=O)N2NC(=O)c2ccccc2)cc1OC (stereo not given)	-0.1	-1	6	5	-0.5	8	4	3	0
CC(C)CC1Nc2ncnc(N3CCN(c4ccccc4)CC3)c2N(Cc2ccc(Cl)cc2)C1=O (stereo not given)	-0.1	6	2	1	0.1	-2	6	-10	-4
Clc1ccc(COc2ccccc2CNCc2cccnc2)cc1	0.1	-9	0	0	1.8	0	-9	-5	2
CCOC(=O)c1c(NC(C)=O)sc(/C(C)=N/Nc2ccc(C(=O)O)cc2)c1C	0.0	-3	5	4	-0.2	7	8	0	-1

# (listing goes on)
smiles	Efflux pump inh	MCL1 BIM primary	PME-1 inh	GRK2 aptamer HTS	MEX-5 binding	GLD-1 RNA inh	BCLXL inh	VLA-4 inh	Fam108B inh
Cc1ccc(-n2nnnc2-c2cccnc2)cc1	-0.1	4	-2	0	-3.1	2	5	-28	-2
COc1ccc(C(=O)Nc2ccc3ccccc3c2)cc1OC	0.0	12	-15	0	-0.5	9	4	19	-7
CN1CCN(C(CNS(=O)(=O)c2ccc(Br)cc2)c2ccc3c(c2)OCO3)CC1 (stereo not given)	0.0	7	1	0	0.9	2	6	17	-2
O=C(Nc1nc2c(s1)CCCC2)c1ccc(N2C(=O)CCC2=O)cc1	0.1	5	4	0	-0.5	2	2	3	1
COc1ccc(S(=O)(=O)N2CCc3ccccc32)cc1C(=O)NCCc1ccc(S(N)(=O)=O)cc1	-0.1	x	x	0	x	-5	x	5	x
Cc1sc2nc(CSc3nnc(Cc4cccs4)n3C3CCCCC3)[nH]c(=O)c2c1C	-0.1	-20	-1	0	-4.9	-15	-14	-25	0
C=CCn1c(SCC(=O)N2CCOCC2)nc(O)c(Cc2ccccc2)c1=O	0.1	10	-7	0	-2.0	-1	3	25	7
COc1ccc(/C=C2\N=C(C)OC2=O)cc1[N+](=O)[O-]	-0.2	7	-1	0	-6.4	1	2	8	6
Cc1c(C(=O)NCC(C)(C)N2CCOCC2)oc2ccccc12	0.1	7	3	8	x	5	6	-4	x
Cc1ccccc1S(=O)(=O)Cc1ccc(C(=O)NCc2cccs2)o1	-0.1	5	-4	0	0.5	0	2	-8	1
COc1ccccc1/C=C/C=N/NC(=O)CC1C(=O)NN=C1C (stereo not given)	0.1	-7	0	2	-4.1	1	1	18	-6
O=C(COC(=O)c1cccnc1Cl)NCCc1ccc(F)cc1	-0.1	x	x	0	x	-9	x	6	x
CCOC(=O)C1CCCN(S(=O)(=O)c2ccc(-n3cnnn3)c(C)c2)C1 (stereo not given)	0.3	7	1	3	-0.4	1	9	6	-3
CSc1ncc(CN2CCN(C3CCCCC3)C(CCO)C2)cn1 (stereo not given)	0.0	11	-5	0	-0.2	6	8	-1	6
COc1cc(-c2nnc(COC(=O)c3cc(C)no3)o2)cc(OC)c1OC	0.0	-1	-1	2	0.4	3	-1	-6	3
COc1ccc(OC)c(-c2csc(NC(=O)COC(=O)C3CCC3)n2)c1	0.1	-17	6	0	x	6	-10	6	x
Cc1ccc(S(=O)(=O)NCc2ccccc2)cc1C(=O)NCc1ccccn1	-0.1	1	0	3	0.5	2	0	9	2
CC(=O)c1ccc(O)c(CO)c1	0.1	3	-4	0	1.4	-5	5	5	1
CCc1nn(CCCC(=O)NCc2ccc(C)cc2)c(=O)c2cc3occc3n12	-0.1	-3	1	1	1.2	0	0	1	2
Cc1cc(C)cc(OCC(=O)NNC(=O)c2ccoc2C)c1	-0.1	2	0	2	-0.6	7	3	14	0

# Further entries
smiles	Efflux pump inh	MCL1 BIM primary	PME-1 inh	GRK2 aptamer HTS	MEX-5 binding	GLD-1 RNA inh	BCLXL inh	VLA-4 inh	Fam108B inh
COCCN(Cc1ccc(C)c(Br)c1)C(=O)Cn1cnc(S(=O)(=O)N2CCCC2)c1	0.6	3	8	1	1.9	4	6	-7	4
CCC(CC)Nc1ccc(C(CC(N)=O)NC(=O)c2ccccc2)cc1[N+](=O)[O-] (stereo not given)	-0.1	-8	3	0	-5.8	-11	-5	-2	0
CCOC(=O)CC1=C(C(=O)OCC)C(c2cccnc2)C(C#N)=C(N)O1 (stereo not given)	-0.1	17	17	5	-3.7	7	10	-143	-1
OCc1nc2c(ccc3ccccc32)[nH]1	-0.1	4	4	0	-0.5	1	7	5	-2
COC(=O)c1ccc(C(=O)OC)c(NC(=O)c2cnc3n(c2=O)CCS3)c1	0.1	0	-3	2	-0.2	5	0	9	0
CCOc1ccc2[nH]c(C)c(CN3CCN(CC)CC3)c(=O)c2c1	-0.1	-4	-6	1	0.7	3	-1	1	1
COc1ccccc1N1C(=O)c2ccc(C(=O)Nc3ccccc3O)cc2C1=O	-0.1	12	-6	0	1.8	3	6	1	-4
CCOCCCNc1ncc2c(n1)CC(c1ccc(C)cc1)CC2=O (stereo not given)	0.1	7	3	0	1.6	1	7	0	2
O=C(NCN1C(=O)C2C3C=CC(C3)C2C1=O)Nc1ccccc1O (stereo not given)	0.1	10	-1	2	0.7	9	8	7	1
Nc1nc2n(n1)C(c1ccco1)CC(c1ccccc1)N2 (stereo not given)	0.0	-3	4	1	-1.5	5	1	-1	3
COc1cccc(C(C)NC(=O)c2ccncc2)c1 (stereo not given)	-0.1	1	-4	0	-0.6	5	4	3	0
COc1ccc(-c2nonc2NC(=O)c2ccco2)cc1OC	0.0	-1	6	1	-1.5	-2	5	6	1
